CSN deneddyl inh: blocks human CSN-mediated cullin deneddylation; inhibition, % at 12.5 µM; Purified CSN, SCF-Nedd8-OG deneddylation, fluorescence polarization; hit rate 0.38% among 360,000; AID 651999; Q92905;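 active means pattern-corrected inhibition above about 35%, with an unprinted fluorescence ratio check between 0.5 and 1.5, limit read from the data, passing the limit was not always enough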;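 further: 0% = enzyme with substrate and 100% = substrate without enzyme; some results filed as inactive read as strong as hits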
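Assay system: purified human Csn5 enzyme expressed in HEK293T cells; measure: % inhibition; also added: SCFSkp2-Nedd8OG substrate at 10 nM final; technique: fluorescence polarization; times: reaction 90 min, room temperature; medium: Tris buffer pH 7.5, NaCl, DTT, Tween-20, trehalose, ovalbumin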
Rin1-Abl PPI inh: blocks binding of human Rin1 to Abl. inhibition, % at 7.35 µM. hit rate 0.4% among 360,000. TR-FRET Rin1/Abl binding, biochemical. P00519+Q13671; in the data active means inhibition above about 5%, passing the limit was not always enough
Target sequence (P00519 whole entry, looked up): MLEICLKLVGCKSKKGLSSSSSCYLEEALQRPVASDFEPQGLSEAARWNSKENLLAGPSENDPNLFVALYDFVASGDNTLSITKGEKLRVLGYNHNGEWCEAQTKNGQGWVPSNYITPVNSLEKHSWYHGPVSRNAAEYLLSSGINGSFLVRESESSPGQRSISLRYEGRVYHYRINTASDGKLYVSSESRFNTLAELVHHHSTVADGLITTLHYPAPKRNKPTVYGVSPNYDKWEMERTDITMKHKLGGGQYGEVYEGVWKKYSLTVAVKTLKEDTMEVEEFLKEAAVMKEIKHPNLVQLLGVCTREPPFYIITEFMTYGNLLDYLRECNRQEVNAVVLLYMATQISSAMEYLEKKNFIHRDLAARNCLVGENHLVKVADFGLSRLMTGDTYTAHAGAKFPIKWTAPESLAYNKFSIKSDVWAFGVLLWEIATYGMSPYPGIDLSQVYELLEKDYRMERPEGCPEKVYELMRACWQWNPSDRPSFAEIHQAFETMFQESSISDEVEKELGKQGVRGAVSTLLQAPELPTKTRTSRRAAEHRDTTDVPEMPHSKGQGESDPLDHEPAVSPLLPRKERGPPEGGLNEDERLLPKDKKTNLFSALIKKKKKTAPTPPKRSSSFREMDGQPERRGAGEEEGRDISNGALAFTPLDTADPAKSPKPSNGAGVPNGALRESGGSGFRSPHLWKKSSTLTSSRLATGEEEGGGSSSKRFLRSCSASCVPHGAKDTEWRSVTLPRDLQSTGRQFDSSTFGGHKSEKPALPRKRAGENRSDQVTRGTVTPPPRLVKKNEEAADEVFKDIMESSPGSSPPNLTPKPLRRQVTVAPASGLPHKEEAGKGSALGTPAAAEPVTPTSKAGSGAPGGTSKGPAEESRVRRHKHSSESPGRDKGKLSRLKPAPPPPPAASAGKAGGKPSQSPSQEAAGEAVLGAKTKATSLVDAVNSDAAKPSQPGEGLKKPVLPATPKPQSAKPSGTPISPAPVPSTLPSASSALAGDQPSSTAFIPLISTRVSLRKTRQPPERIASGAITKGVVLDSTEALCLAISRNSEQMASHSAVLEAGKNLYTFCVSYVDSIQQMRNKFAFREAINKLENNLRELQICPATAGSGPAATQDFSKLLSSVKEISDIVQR
Target sequence (Q13671 whole entry, looked up): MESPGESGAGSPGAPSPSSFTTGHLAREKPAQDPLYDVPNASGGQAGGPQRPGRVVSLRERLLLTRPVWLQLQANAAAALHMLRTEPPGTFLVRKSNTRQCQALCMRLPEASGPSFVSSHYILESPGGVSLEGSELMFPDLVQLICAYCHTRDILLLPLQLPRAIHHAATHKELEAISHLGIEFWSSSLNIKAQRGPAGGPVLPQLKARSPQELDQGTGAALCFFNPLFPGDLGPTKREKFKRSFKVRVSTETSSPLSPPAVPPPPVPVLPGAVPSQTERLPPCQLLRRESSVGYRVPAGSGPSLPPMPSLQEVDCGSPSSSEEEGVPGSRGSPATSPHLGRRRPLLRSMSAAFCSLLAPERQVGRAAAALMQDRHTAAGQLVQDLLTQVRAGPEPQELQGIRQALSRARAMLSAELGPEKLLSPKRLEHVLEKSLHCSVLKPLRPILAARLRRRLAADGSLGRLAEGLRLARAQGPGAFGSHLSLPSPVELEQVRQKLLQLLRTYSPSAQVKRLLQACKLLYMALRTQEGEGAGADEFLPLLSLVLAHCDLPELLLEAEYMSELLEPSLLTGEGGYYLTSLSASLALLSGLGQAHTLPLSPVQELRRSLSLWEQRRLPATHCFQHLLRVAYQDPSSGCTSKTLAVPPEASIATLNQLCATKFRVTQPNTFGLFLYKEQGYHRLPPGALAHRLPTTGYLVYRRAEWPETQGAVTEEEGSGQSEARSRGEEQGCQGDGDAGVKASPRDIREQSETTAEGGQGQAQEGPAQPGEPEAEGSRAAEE
PABP1 MLLE inh: blocks PAM2 peptide binding to the PABP1 MLLE domain | P11940 | GST-MLLE / FITC-PAM2 fluorescence polarization | inhibition, % at 20 µM | hit rate 0.36% among 360,000 | AID 588489; in the data active means inhibition above about 35%, passing the limit was not always enough;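 further: plate controls were DMSO wells with GST-MLLE for no effect and wells lacking GST-MLLE protein for full effect; some results filed as inactive read as strong as hits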
MsrA act: activates bovine MsrA enzyme. purified bovine MsrA, absorbance read-out. activation, % at 10.6 µM. hit rate 0.3% among 360,000. AID 602163; in the data active means activation above about 7.5%;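 further: 0% = vehicle and 100% = reference activator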
MT1-MMP act inh: blocks activation of human MT1-MMP | P50281 | HT1080 RFP-PRO-GFP cells, GFP/RFP ratio fluorescence, overnight; percent of plate control window, DMSO zero | GFP/RFP ratio change, % at 20 µM | hit rate 0.061% among 360,000 | AID 651647;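 active means GFP/RFP ratio change of at least 30% with cell ATP level not reduced by more than half and red fluorescence within 50% of control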; further: strong numbers were not always called active
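Material – HT1080 RFP-PRO-GFP cells · Control set – DMSO wells and RFP-L50D-GFP cells · Incubation – overnight cell settling, then overnight compound exposure, 37 °C, 5% CO2 · Compound dosing – single-point 20 µM compound, 1% DMSO · Read-out – GFP/RFP fluorescence ratio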
eLon inh: E. coli protease La inhibition | P0A9M0 | purified E. coli Lon protease, fluorescence polarization | inhibition, % at 7.94 µM | hit rate 0.42% among 360,000; in the data active means inhibition above about 13%, passing the limit was not always enough;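 further: 0% = enzyme with probe and DMSO and 100% = no enzyme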
Rpn11 block: Rpn11 (human) deubiquitinase inhibition. O00487. human 26S proteasome, Ub4-pepOG fluorescence polarization; 20S core pre-blocked with epoxomicin. calls only at 20 µM. hit rate 0.59% among 360,000;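 active means inhibition at 20 µM, scaled to each plate's controls, above about 33%, limit read from the data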
FAS-TE inh: inhibitors of human fatty acid synthase thioesterase domain | recombinant FAS-TE, OMFH fluorogenic substrate, fluorescence endpoint | inhibition, % at 15 µM | AID 602261 | P49327 | hit rate 0.67% among 360,000;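 active means compounds whose normalised, plate-corrected inhibition of enzyme fluorescence in the single-dose primary screen is 50% or more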;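 further: 0% = DMSO with enzyme and 100% = substrate without enzyme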
MsrA inhibitor: inhibitors of bovine MsrA | purified bovine MsrA, absorbance read-out | inhibition, % at 15.5 µM | hit rate 0.75% among 360,000 | AID 651718; in the data active means inhibition above about 4.5%;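 further: 0% = vehicle wells with enzyme and 100% = reference inhibitor wells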
* hit, by the source's call; i = inactive.

compound	CSN deneddyl inh	Rin1-Abl PPI inh	PABP1 MLLE inh	MsrA act	MT1-MMP act inh	eLon inh	Rpn11 block	FAS-TE inh	MsrA inhibitor
COc1ccc(-c2nn(-c3ccccc3)cc2C(=O)Nc2nccs2)cc1	-3	-3	6	-4	-2	11	i	11	1.7
O=C(NCCc1ccccn1)c1nc(Cn2ccc([N+](=O)[O-])n2)no1	-2	5	3	-4	1	-1	i	-3	0.7
S=C(NC1CC1)N1CCN(c2ccc(Cl)cc2)CC1	-4	5	-145	-2	2	-1	i	8	1.0
O=C(COn1nnc2ccc(S(=O)(=O)N3CCOCC3)cc21)NCc1cccc(Cl)c1	-3	1	2	-2	1	-1	i	-9	0.5
COc1ccc(NS(=O)(=O)c2cccc(C(=O)NNC(=O)CN3C(=O)NC(C)(C)C3=O)c2)cc1	2	-2	6	-1	0	4	i	-8	2.5
COCCNC(=S)N=Nc1c(O)[nH]c2ccc([N+](=O)[O-])cc12	0	-3	6	-1	14	4	i	-3	0.7
COc1ccc(Cl)cc1NC(=O)COC(=O)c1ccc(Br)o1	3	1	-15	5	1	-7	i	12	-0.4
CC12CCC(C(=O)Nc3cccc(NC(=O)C45CCC(C)(C(=O)O4)C5(C)C)n3)(OC1=O)C2(C)C	-3	3	1	-10	2	-9	i	-4	-0.7
O=c1c(C=NCc2cccnc2)c(C(F)(F)F)[nH]n1-c1nc2ccccc2s1	-1	0	16	-1	-1	-9	i	-5	0.1
COc1cccc(-c2c(C(=O)N/N=C/c3ccncc3)nnn2-c2nonc2N)c1	3	-4	-2	-5	-8	-4	i	-7	0.1
O=C(O)c1cnc(N2CCOCC2)nc1	-13	1	9	0	-2	8	i	-1	-0.2
Cc1cc(S(=O)(=O)NCC(c2ccc3c(c2)OCO3)N2CCOCC2)ccc1F (stereo not given)	0	0	15	-6	3	-11	i	4	-0.5
O=C1CCC(=O)N1CCc1c[nH]c2ccccc12	-9	-1	-1	-4	4	0	i	-5	-0.6
CC(CC(=O)N(CCC1=CCCCC1)c1c(N)n(Cc2ccccc2)c(=O)[nH]c1=O)c1ccccc1 (stereo not given)	5	0	-7	-4	-3	1	i	-2	1.5
O=[N+]([O-])c1ccc(C2=NN(CCO)C(=Nc3ccc(OC(F)(F)F)cc3)SC2)cc1	-1	3	-8	-2	-1	2	i	35	0.7
Cc1ccc(NS(=O)(=O)c2c(C)[nH]c(C)c2C(=O)N2CCCCC2)cc1F	1	-2	10	-3	0	-2	i	0	-1.1
O=C(CN(C(=O)CCC(=O)Nc1nccs1)c1ccccc1F)NCC1CCCO1 (stereo not given)	1	3	-9	1	-1	-7	i	-4	-0.8
Cc1nn(-c2ccccc2)c(NC(=O)c2ccccc2)c1Br	3	3	3	1	0	1	i	-3	0.1
O=C(CCCc1nc(-c2ccc(Cl)cc2)no1)N1CCOCC1	0	-4	-3	-2	-1	-9	i	-5	0.5
CC(=O)c1cccc(N2C(=NC(=O)C3CCCCC3)SC3CS(=O)(=O)CC32)c1 (stereo not given)	-3	2	5	-3	0	9	i	8	0.9
CC1(C)CN(c2ccccc2)N(C(=O)c2ccc(C#N)cc2)C1=O	2	-3	3	-3	-5	-6	i	1	1.1
O=[N+]([O-])c1ccc(O)c(C=NN2CCCCC2)c1	1	-6	-4	-1	4	-16	i	-3	0.5
COCc1nc2sc(C)c(C)c2c(=O)[nH]1	4	-1	8	1	-6	0	i	-1	1.4
C=CCn1c(SCC(=O)Nc2ccc(C(=O)O)cc2)nnc1-c1cccnc1	1	2	4	-2	-5	-4	i	-6	1.0
O=C1C(Br)=Cc2cccc3cccc1c23	-19	-1	83	-4	41	68*	i	-127	2.4
CCCCN1C(=O)C(CC(=O)NCCCN(C)C)CC(C(=O)N(CC)CC)=C1C (stereo not given)	8	-3	1	-2	1	-2	i	-10	-0.6
CC(C)CNC(=O)c1cccc2c(-c3cccc(C(N)=O)c3)coc12	-3	0	0	-2	1	-8	i	-5	-0.1
OC(CN1C2=NCCCN2c2ccccc21)c1ccc2c(c1)OCO2 (stereo not given)	0	-1	9	-4	-1	-5	i	-4	0.6
COc1cc(OC)cc(C(=O)N[C@H](C(=O)OCC(=O)NC(=O)c2cccn2C)C(C)C)c1	8	2	-13	-5	-6	14	i	3	0.6
CNC(=S)N1CCN(c2ccccc2OC)CC1	4	0	-121	-12	-3	-3	i	-9	0.1

Retrieved one by one from the entries so far, 6 records:
compound	CSN deneddyl inh	Rin1-Abl PPI inh	PABP1 MLLE inh	MsrA act	MT1-MMP act inh	eLon inh	Rpn11 block	FAS-TE inh	MsrA inhibitor
O=C(O)c1cnc(N2CCOCC2)nc1	-13	1	9	0	-2	8	i	-1	-0.2
COc1cccc(-c2c(C(=O)N/N=C/c3ccncc3)nnn2-c2nonc2N)c1	3	-4	-2	-5	-8	-4	i	-7	0.1
OC(CN1C2=NCCCN2c2ccccc21)c1ccc2c(c1)OCO2 (stereo not given)	0	-1	9	-4	-1	-5	i	-4	0.6
CCCCN1C(=O)C(CC(=O)NCCCN(C)C)CC(C(=O)N(CC)CC)=C1C (stereo not given)	8	-3	1	-2	1	-2	i	-10	-0.6
O=C(CCCc1nc(-c2ccc(Cl)cc2)no1)N1CCOCC1	0	-4	-3	-2	-1	-9	i	-5	0.5
CC12CCC(C(=O)Nc3cccc(NC(=O)C45CCC(C)(C(=O)O4)C5(C)C)n3)(OC1=O)C2(C)C	-3	3	1	-10	2	-9	i	-4	-0.7

An excerpt from above, limited to CSN deneddyl inh, eLon inh and FAS-TE inh:
compound	CSN deneddyl inh	eLon inh	FAS-TE inh
O=C(CN(C(=O)CCC(=O)Nc1nccs1)c1ccccc1F)NCC1CCCO1 (stereo not given)	1	-7	-4
Cc1nn(-c2ccccc2)c(NC(=O)c2ccccc2)c1Br	3	1	-3

The listing continues:
Values run as follows: CSN deneddyl inh	Rin1-Abl PPI inh	PABP1 MLLE inh	MsrA act	MT1-MMP act inh	eLon inh	Rpn11 block	FAS-TE inh	MsrA inhibitor
> COc1ccc(-c2c(-c3cc(OC)cc(OC)c3)n(C)c3ccc(Br)cc23)cc1
 : -1	1	-8	-3	-9	-6	i	29	1.8
> Cc1nc([N+](=O)[O-])cn1CC(O)c1ccccc1 (stereo not given)
 : -3	-1	-1	0	1	8	i	-4	-1.1
> Nc1nc(NC2CCCC2)cc(=O)[nH]1
 : 0	18*	8	-3	-1	-3	i	-8	-0.3
> CSC1=NCCN1C(=O)c1cccs1
 : 0	4	-2	-3	2	-2	i	0	-0.3
> COc1ccc(Cl)cc1NC(=O)CN(C)CC(=O)Nc1ccc(S(N)(=O)=O)cc1
 : 1	-2	-10	0	0	-1	i	5	-0.7
> O=C(COC(=O)c1ccc[nH]c1=O)Nc1ccc(N2CCCCC2)cc1
 : 5	-1	0	-2	5	5	i	-10	0.9
> C=CCNC(=O)COc1ccc(Br)cc1Cl
 : 1	-3	0	0	-1	-3	i	-1	3.1
> Cc1c2cnn(CC(=O)NCCCN3CC(C)CC(C)C3)c(=O)c2c(C)n1Cc1ccccc1Cl (stereo not given)
 : 3	-1	-4	-6	3	4	i	-2	-0.1
> COc1cc(NC(=O)c2ccc(Br)o2)c(C(=O)O)cc1OC
 : 5	-1	5	-5	3	4	i	-2	3.0
> CCn1cc(/C=C(/C#N)S(=O)(=O)c2ccccc2)cn1
 : 7	-3	10	0	1	0	i	-6	1.9
> O=C(CS(=O)(=O)c1cn(Cc2cccc(F)c2)c2ccccc12)N1CCOCC1
 : 5	3	-1	6	1	-3	i	-6	-0.2
> CCCCNC(=O)CSc1nc2cc3c(cc2c(=O)n1Cc1ccco1)OCO3
 : -4	-1	8	-3	2	5	i	2	2.1
> Cc1ccc(C)c(OCCC(=O)OCC(=O)NC2CC2)c1
 : 1	-2	28	-2	-1	7	i	-7	0.4
> CCCOc1cccc(-c2cc(C(=O)NN)c3ccccc3n2)c1
 : 0	4	-3	-6	1	-2	i	5	1.3
> CC1(C(=O)NC2CCCC2)CCC(=O)N1CCC1=CCCCC1 (stereo not given)
 : -1	4	1	0	14	-14	i	-6	0.3
> O=C(Nc1ccccc1Cl)OCC#CCOC(=O)Nc1ccccc1Cl
 : -3	-4	-10	-1	-2	0	i	21	2.7
> Fc1cccc(F)c1/C=N/N1CCOCC1
 : 1	-3	3	-6	0	5	i	-4	-0.2
> CCOC(=O)/C=C/C(=O)OCc1csc(CC(=O)Nc2ccccc2C)n1
 : 2	0	-12	-1	0	-1	i	-6	-0.1
> O=C(Cc1ccc(NC(=O)C2CCN(C(=O)C3CCC3)CC2)cc1)Nc1cccc(C(=O)N2CCCC2)c1
 : 0	4	0	2	2	4	i	-8	-0.6
> CCOc1cc(NC(=O)c2ccccn2)c(OCC)cc1NC(=O)c1ccc(OC)cc1
 : -1	0	4	-3	8	-4	i	-1	0.2
> CCCCCCNC(=O)CCNC(=O)c1cc(OC)c(OC)c(OC)c1
 : -1	0	5	-2	0	9	i	-2	-0.1
> Cc1ccc([C@H]2N[C@]3(CCCN(Cc4ccco4)C3=O)[C@H]3C(=O)N(Cc4ccccc4)C(=O)[C@@H]23)cc1
 : 1	-4	0	-1	-5	0	i	0	0.5
> N#CCSc1nc2c(c(=O)n1Cc1ccco1)C1(CCCC1)Cc1ccccc1-2
 : -1	-3	4	-9	-9	-6	i	26	0.7
> CC(N=c1ccccn1C(=O)Nc1cccc(C(F)(F)F)c1)c1ccco1 (stereo not given)
 : -5	2	9	-4	-2	-13	i	8	-0.3
> C[C@@H]1CN([C@@H](C)CO)C(=O)c2cc(NC(=O)CCC(F)(F)F)ccc2O[C@H]1CN(C)Cc1ccc(Cl)c(Cl)c1
 : -3	1	14	1	-6	-6	i	7	0.8
> COc1ccc(OC)c(NC(=O)C2(C)CCN2C(=O)Cc2ccccc2)c1 (stereo not given)
 : 2	2	10	-1	-4	-10	i	-3	-1.4
> Cc1csc(NC(=O)c2cc3c(s2)CCCC3)n1
 : 2	-4	1	-6	-52	-6	i	0	2.4
> Cc1nc(C(=O)NNC(=O)Nc2ccccc2)cs1
 : -6	0	-7	-3	2	-3	i	-7	-0.3
> CCc1ccccc1NC(=O)c1cc(S(=O)(=O)N2CCc3ccccc32)cn1C
 : -1	2	2	-3	1	-4	i	3	0.7
> Cc1oc(-c2ccc(F)cc2F)nc1CN1CCN(C(=O)c2ccco2)CC1
 : 1	-1	8	-5	3	-6	i	-9	-0.1
> COCCn1cnnc1SCC(=O)Nc1cc(OC)c([N+](=O)[O-])cc1C
 : 6	0	-19	-1	2	-15	i	3	0.6
> CCOC(=O)N(C)c1c(CC)nc2c(OCc3ccc(C(F)(F)F)cc3)cccn12
 : -1	1	9	1	-11	3	i	0	0.9

From PubChem
